# GIRK2 activator: activators of NPY4-receptor-primed GIRK2 channels, summary, cell-based, HEK293, thallium flux. G protein-activated inward rectifier potassium channel 2 (Homo sapiens), P48051. AID 1259324, 2017. 34,000 tested, under 10 active. activation (% efficacy), % for hits at 37.5 µM. HEK293 GIRK2/NPY4 cells, thallium flux fluorescence;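 active = primary screen hit, no activity in plain HEK293 cells, and in GIRK2-only cells above 5% efficacy rising with concentration; inactive = the rest, including fluorescent compounds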;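 note: efficacy is normalized control-subtracted fluorescence 15 s after thallium addition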
# Target sequence (P48051 whole entry, looked up): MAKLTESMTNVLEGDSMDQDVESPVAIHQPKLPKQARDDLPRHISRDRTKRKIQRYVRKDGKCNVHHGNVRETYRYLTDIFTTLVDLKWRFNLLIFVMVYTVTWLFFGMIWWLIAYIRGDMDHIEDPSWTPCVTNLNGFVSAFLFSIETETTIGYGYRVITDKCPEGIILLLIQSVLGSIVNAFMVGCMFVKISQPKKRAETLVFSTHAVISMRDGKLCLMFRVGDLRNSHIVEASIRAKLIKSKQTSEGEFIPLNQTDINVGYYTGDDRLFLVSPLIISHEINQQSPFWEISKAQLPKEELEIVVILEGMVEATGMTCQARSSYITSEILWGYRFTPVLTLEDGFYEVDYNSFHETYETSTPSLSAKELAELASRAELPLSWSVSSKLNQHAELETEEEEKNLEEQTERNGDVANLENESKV
# Calls only; i = inactive. Only part of the results is shown; rates above refer to the full screens.
SMILES,GIRK2 activator
Cc1nc(Nc2ccc(NC(=O)C(C)Oc3ccccc3)cc2)cc(-n2cccn2)n1 (stereo not drawn),i
CC(=O)Nc1cccc(NC(=O)C(=O)NCC2CCN(Cc3cccs3)CC2)c1,i
COc1cccc(C(CNS(=O)(=O)c2ccc(F)cc2C)N2CCOCC2)c1 (stereo not drawn),i
O=C(CN1C(=O)CCC1=O)Nc1c2c(nn1-c1nc3ccccc3s1)CCC2,i
CSc1ncccc1C(=O)N1CCC(CNC(=O)NCc2ccc(F)cc2)CC1,i
COC(=O)N1CCC(CNS(=O)(=O)c2ccc(F)c(Cl)c2)CC1,i
COc1ccc(-c2ccc(N3CCC(C(=O)Nc4nc5ccc(C)cc5s4)CC3)nn2)cc1,i
Cn1nnc2c(N3CCN(CC(=O)Nc4ccc(F)c(Cl)c4)CC3)ncnc21,i
O=C(CCCn1nc(-c2ccccc2)ccc1=O)Nc1ccc(Cl)c(Cl)c1,i
CC1(C)CS(=O)(=O)N(c2ccc(Cl)c(C(=O)Nc3ccc4c(c3)OCO4)c2)C1=O,i
CN1CCOc2ccc(NC(=O)Cn3c(=O)oc4ccccc43)cc2C1=O,i
CC(C)S(=O)(=O)c1ccc(C(=O)Nc2nc(-c3nc4ccccc4s3)cs2)cc1,i
O=C(Nc1nc(C(=O)N2CCc3ccccc3C2)co1)c1ccco1,i
COc1ccc(NC(=O)CN(C)S(=O)(=O)c2ccc(C)cc2)cc1,i
CCOc1cc(C(=O)N2c3ccccc3CC2C(=O)NC)cc(OCC)c1OCC (stereo not drawn),i
Cc1ccc(-n2nc3c(c2NC(=O)C(=O)NCC2CCCO2)CS(=O)(=O)C3)c(C)c1 (stereo not drawn),i
CCOC(=O)c1ccc(NC(=O)CSc2nc(=O)[nH]c(C)c2C(=O)OCC)cc1,i
O=C(CN1CCC(COCc2ccccc2)CC1)Nc1cccnc1,i
O=C(NCC(O)(c1ccccc1)C(F)(F)F)C(=O)Nc1ccon1 (stereo not drawn),i
CCc1ccc(NC(=O)NCCCn2nc(-c3ccccc3)ccc2=O)cc1,i
Cc1ccc(-c2ccc(SCC(=O)Nc3ccc(F)c([N+](=O)[O-])c3)nn2)cc1,i
CC(C)(C)n1ncc2c(=O)n(NC(=O)c3ccc([N+](=O)[O-])cc3)cnc21,i
COc1cccc(CNC(=O)Cn2cnc(-c3ccccc3)cc2=O)c1,i
O=C(CSc1nnnn1-c1cccc(C(F)(F)F)c1)N1CCOCC1,i
CC(=O)N1CCN(c2cc3c(cc2F)c(=O)c(C(=O)Nc2nnc(C(C)C)s2)cn3C2CC2)CC1,i

# Next part; the last seven above are carried over.
SMILES,GIRK2 activator
O=C(NCC(O)(c1ccccc1)C(F)(F)F)C(=O)Nc1ccon1 (stereo not drawn),i
CCc1ccc(NC(=O)NCCCn2nc(-c3ccccc3)ccc2=O)cc1,i
Cc1ccc(-c2ccc(SCC(=O)Nc3ccc(F)c([N+](=O)[O-])c3)nn2)cc1,i
CC(C)(C)n1ncc2c(=O)n(NC(=O)c3ccc([N+](=O)[O-])cc3)cnc21,i
COc1cccc(CNC(=O)Cn2cnc(-c3ccccc3)cc2=O)c1,i
O=C(CSc1nnnn1-c1cccc(C(F)(F)F)c1)N1CCOCC1,i
CC(=O)N1CCN(c2cc3c(cc2F)c(=O)c(C(=O)Nc2nnc(C(C)C)s2)cn3C2CC2)CC1,i
COc1ccc2nc(-c3ccc(OC)c(NS(=O)(=O)c4cc(C)cc(C)c4)c3)cn2n1,i
CCCCOCC(O)CN1CCN(c2ccc(F)cc2)CC1 (stereo not drawn),i
Cn1nc(C2CCN(C(=O)C3CC=CCC3)CC2)n(-c2ccccc2)c1=O (stereo not drawn),i
COC(=O)c1ccc(CSc2cc(N3CCN(c4ccccc4F)CC3)ncn2)o1,i
O=C(c1cccc2ccccc12)N(Cc1ccsc1)C1CC1,i
O=C(Nc1cccc(C(F)(F)F)c1)c1ccc(=O)n(Cc2cccc(Cl)c2)c1,i
Cc1cccc(S(=O)(=O)N2CCC3(CC2)NC(=O)N(CCOc2ccccc2)C3=O)c1,i
CC(C)(C)n1ncc2c(=O)n(NC(=O)c3ccc(-c4ccccc4)cc3)cnc21,i
CCOc1ccccc1NC(=O)C(=O)NCCc1ccsc1,i
Cc1nn(C)cc1CNC(=O)c1cc2ccccc2oc1=O,i
COc1ccc(-c2nnc(NC(=O)Cc3ccc(C)cc3C)o2)cc1OC,i
Cn1cccc1C(CNC(=O)C(=O)NCCC1=CCCCC1)N1CCOCC1 (stereo not drawn),i
CC(C(=O)Nc1nc2ccc(S(C)(=O)=O)cc2s1)n1nnc2ccccc2c1=O (stereo not drawn),i
O=C(Cc1ccc(NS(=O)(=O)c2ccc(F)c(Cl)c2)cc1)NCc1cccs1,i
COc1ccc(-c2cc(C(=O)NCc3cccs3)c3c(C)nn(C4CCS(=O)(=O)C4)c3n2)cc1 (stereo not drawn),i
O=C(NC1CCCCC1N1C(=O)CSC1=O)c1ccco1 (stereo not drawn),i
C=CCn1c(SCC(=O)NCC2CCCO2)nc2scc(-c3ccc(Cl)cc3)c2c1=O (stereo not drawn),i
O=c1[nH]c2sc3c(c2c(=O)n1-c1ccccc1)CCCC3,i
COc1ccc(-n2nnc(C(=O)Nc3cc(C)on3)c2C)cc1,i
COc1cc(COCC2CCN(CC(=O)Nc3nc(C)cs3)CC2)cc(OC)c1,i
CCCN1C(=O)CCc2cc(NC(=O)c3ccccc3OC)ccc21,i
CCOc1ccc(OCC(=O)N2CCN(c3ncnc4c3nnn4CC)CC2)cc1,i
CCNS(=O)(=O)CCCOc1ccc(F)cc1,i
O=C(NCc1cccc(Br)c1)c1nc(-c2nc(-c3ccccn3)no2)cs1,i
O=C(Cn1nc2c(c1NC(=O)C1CC1)CSC2)NCC1CCCO1 (stereo not drawn),i
# (listing goes on)
SMILES,GIRK2 activator
O=C(NCC(O)(c1ccccc1)C(F)(F)F)C1(c2ccccc2)CCOCC1 (stereo not drawn),i
CCCS(=O)(=O)N1CCC2(CC1)NC(=O)N(CCOc1ccccc1)C2=O,i
COc1ccc(/C=C/C(=O)Nc2ccc(Nc3ccc(C)nn3)cc2)cc1OC,i
COc1ccc(NC(C)=O)cc1NC(=O)CCc1csc(NC(=O)c2ccco2)n1,i
c1coc(-c2nnc(C3CCNCC3)s2)c1,i
Cc1ccc(Nc2ccc(NC(=O)Cc3noc4ccccc34)cc2)nn1,i
COC(=O)Nc1nc(CC(=O)NC2CCCC2)cs1,i
O=C(NCCN1CCN(C(=O)c2cccs2)CC1)c1cc(-c2ccccc2)on1,i
CC(C)c1nnc(C2CCN(S(=O)(=O)Cc3ccccc3)CC2)o1,i
CCOc1ccc(NC(=O)c2ccc(Br)s2)c([N+](=O)[O-])c1,i
Cc1ccccc1C(=O)NCC1CCN(C(=O)NC(C)(C)C)CC1,i
CCCCN1C(=O)CCc2cc(NC(=O)c3ccc(OC)cc3OC)ccc21,i
COc1ccc(C)cc1S(=O)(=O)Nc1ccc2c(c1)N(C(=O)c1ccco1)CC2,i
CC(C)c1cc(=O)n(CC(=O)Nc2cccc3nsnc23)cn1,i
COc1ccc(CCN2CC(=O)N(c3ccc(Cl)cc3)C3CS(=O)(=O)CC32)cc1 (stereo not drawn),i
Cc1ccc(C(=O)Nc2ccc(SCC(=O)NCc3ccccc3)nn2)cc1,i
CCc1ccc(NC(=O)CCCn2nc(-c3ccc(OC)c(OC)c3)ccc2=O)cc1,i
COc1ccc(NC(=O)CSc2nccn3nc(-c4ccccc4)cc23)cc1OC,i
CCc1cc(=O)[nH]c2cc(NC(=O)Cc3cccc(OC)c3)ccc12,i
COc1ccc(S(=O)(=O)N2CCC(C(=O)Nc3ccc(C)cc3C(=O)c3ccccc3)CC2)cc1,i
COc1cc(NC(=O)CC(C)(C)C)ccc1N1CCCCC1=O,i
Cc1cc(C(=O)Nc2ccccc2S(C)(=O)=O)on1,i
CCn1nccc1C(=O)Nc1cc(-c2ccccc2)sc1C(=O)OC,i
COc1cccc(NC(=O)C(=O)NCC(c2cccn2C)N2CCc3ccccc3C2)c1 (stereo not drawn),i
NC(CN1CCOCC1)c1ccccc1 (stereo not drawn),i
# Next part
SMILES,GIRK2 activator
O=C(NCc1ccccn1)C(=O)NCc1cccs1,i
Cc1cc(NC(=O)C2CCCN2S(=O)(=O)c2ccc(Cl)cc2)n(C(C)C)n1 (stereo not drawn),i
Cc1ccc(/C=C/S(=O)(=O)N2CCN(c3ccc4nncn4n3)CC2)cc1,i
CC(C)(Oc1ccc(Cl)cc1)C(=O)NC1CNC(=O)C1 (stereo not drawn),i
O=C(NCC(c1ccco1)N1CCN(c2ccc(F)cc2)CC1)c1ccsc1 (stereo not drawn),i
Cc1nnc2ccc(N3CCN(S(=O)(=O)c4cccc(C(F)(F)F)c4)CC3)nn12,i
CC(C)Sc1ccc(CC(=O)NCC2(O)CCCC2)cc1,i
CC(C)CCNC(=O)Cc1csc(NC(=O)c2ccc[nH]c2=O)n1,i
Cc1nc2ccccn2c1C(=O)Nc1ccc2c(c1)N(C(=O)c1ccco1)CC2,i
COc1ccc(NC(=O)Cc2ccc(F)cc2)cc1N1CCCCC1=O,i
O=C(C1CC1)N(Cc1ccsc1)Cc1ccccn1,i
CS(=O)(=O)N1CCC(CNC(=O)/C=C/c2cccs2)CC1,i
COc1ccc(NC(=O)Cn2cnc3c(nnn3C)c2=O)cc1OC,i
CC(=O)Nc1ccc(SCC(=O)Nc2ccc(F)c(Cl)c2)nn1,i
Cn1nc(CNC(=O)c2cccc(Br)c2)c2ccccc2c1=O,i
COc1ccccc1NC(=O)NCC(C)N1CCCCC1 (stereo not drawn),i
Cc1cccc(OCCCCn2cnc3ccccc32)c1,i
O=C(NCc1ccccn1)c1csc(Nc2cccc(Cl)c2)n1,i
CN(C)C(=O)Cc1ccc(NC(=O)c2cccc(Br)c2)cc1,i
Cc1csc(C(=O)Nc2cc(-c3ccco3)nn2CCO)c1,i
COc1ccc(-c2cc(CC(=O)NCCc3ccccc3)no2)cc1,i
OC(CNC1CCCC1)COC12CC3CC(CC(C3)C1)C2 (stereo not drawn),i
O=C(CCCS(=O)(=O)c1ccccc1)Nc1ccc([N+](=O)[O-])cc1,i
Cc1ccc(CNC(=O)CSc2nnc(CCn3ccc(=O)[nH]c3=O)o2)cc1,i
COc1ccc(OC)c(NC(=O)c2ccc(S(=O)(=O)N3CCN(C(C)=O)CC3)cc2)c1,i
# Following part:
SMILES,GIRK2 activator
O=C(CSc1nccn2nc(-c3ccccc3)cc12)Nc1ccccc1C(F)(F)F,i
COc1ccc(NC(=O)Cc2csc(Nc3ccc(S(C)(=O)=O)cc3)n2)cc1OC,i
O=C(CCn1ccc(=O)[nH]c1=O)Nc1ccc2cn[nH]c2c1,i
COc1ccc(-c2cc(CC(=O)Nc3ccc4c(c3)OCCO4)no2)cc1,i
O=C(CC(c1ccccc1)c1ccccc1)NCCOc1ccc(-c2ccc(F)cc2)nn1,i
CC(C)(C)n1nc2c(c1-n1cccc1)CN(C(=O)c1cnccn1)C2,i
O=c1c2sc3cccc(F)c3c2nc2n1CC(NCc1ccccc1)OC2 (stereo not drawn),i
CCOc1ccc(-c2cn(-c3ccccc3OC)c(=S)[nH]2)cc1,i
COc1ccc(-c2noc(Cn3ccn4nc(-c5cccs5)cc4c3=O)n2)c(OC)c1,i
CCOC(=O)NCC1CCN(C(=O)Nc2ccc(F)cc2)CC1,i
O=C(NCCCn1ccnc1)c1cccc(Oc2ncccn2)c1,i
CC(=O)c1sc(NC(=O)C2CCCN(S(C)(=O)=O)C2)nc1C (stereo not drawn),i
COc1cc(-c2nn3c(=O)c4ccccc4nc3n2N)cc(OC)c1OC,i
CC(C)NC(=O)c1ccc(Cn2c(SCC#N)nc3ccccc3c2=O)cc1,i
CCCOc1ccc(N2CCN(C(=O)COc3ccc(F)cc3)CC2)nn1,i
Cc1cc(O)c(C(Cc2ccccc2)c2c(O)cc(C)[nH]c2=O)c(=O)[nH]1,i
O=C(CCCNC(=O)c1nc2ccccc2s1)Nc1cccc2cccnc12,i
CCOC(=O)Nc1nc(CC(=O)Nc2ccc(NC(C)=O)cc2)cs1,i
O=C(c1ccc(F)cc1)N(CCCn1ccnc1)c1nc2ccccc2s1,i
O=C(CCCS(=O)(=O)c1ccccc1)Nc1nc(-c2ccc(Cl)c(Cl)c2)cs1,i
CCOc1ccc(-c2ccc(OCCNS(=O)(=O)c3ccc(OCC)cc3)nn2)cc1,i
O=C(CSc1ccc(-c2ccco2)nn1)Nc1cc(Cl)ccc1Cl,i
O=C(CCn1ccc(=O)[nH]c1=O)NCc1n[nH]c(=O)c2ccccc12,i
CCSc1nnc(NC(=O)CCc2c(C)nn(-c3nc(C)cc(=O)[nH]3)c2C)s1,i
COc1ccc2nc(N(Cc3ccncc3)C(=O)/C=C/c3cccs3)sc2c1,i

# Given tab-delimited: entries from further up
SMILES	GIRK2 activator
Cn1nc(C2CCN(C(=O)C3CC=CCC3)CC2)n(-c2ccccc2)c1=O (stereo not drawn)	i
COC(=O)c1ccc(CSc2cc(N3CCN(c4ccccc4F)CC3)ncn2)o1	i
O=C(c1cccc2ccccc12)N(Cc1ccsc1)C1CC1	i
O=C(Nc1cccc(C(F)(F)F)c1)c1ccc(=O)n(Cc2cccc(Cl)c2)c1	i
Cc1cccc(S(=O)(=O)N2CCC3(CC2)NC(=O)N(CCOc2ccccc2)C3=O)c1	i

# Remaining list, next part:
SMILES,GIRK2 activator
Cc1ccc(S(=O)(=O)c2nc(NCCCN3CCCC3=O)sc2Cl)cc1,i
O=C(/C=C/c1ccc2c(c1)OCO2)c1ccccn1,i
Cc1ccc(F)cc1S(=O)(=O)N1CCN(c2ccc(N3CCCCC3C)nn2)CC1 (stereo not drawn),i
Cn1ccnc1N1CCN(CC(=O)N2CCCc3ccccc32)CC1,i
CC(=O)c1ccc(S(=O)(=O)N2CCC(c3nnc(C4CC4)o3)CC2)cc1,i
COCCNC(=O)C(=O)Nc1ccc(C)c(N2CCCC2=O)c1,i
COc1ccc(CCS(=O)(=O)N(Cc2ccccn2)Cc2ccco2)cc1,i
CCOC(=O)Cn1c(C)cn2c3c(=O)n(Cc4cccc5ccccc45)c(=O)n(C)c3nc12,i

# High-throughput results deposited in PubChem BioAssay by Vanderbilt University.
